IL1B NFkB pot: enhances IL-1B driven NFkB nuclear translocation. hit rate 0.3% among 94,000. HUVEC IL-1B NFkB p65 nuclear translocation imaging. activation, % at 2 µM;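 active means activation above 40%, about the mean plus 3 SD, also judged a hit on visual image review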;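 further: percent activation is computed from the nuclear over cytoplasmic p65 intensity ratio; values of inactives mirror those of a sister screen read the other way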
MRP resist rev: MRP-mediated drug resistance reversal; H69AR cells + 2 uM doxorubicin, CellTiter-Glo, 72 h; differential viability (reversal), % at 10 µM; hit rate 0.04% among 85,000; AID 602;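 active means viability drop by adding the cancer drug above about 55%, with treated viability meeting a 40% cutoff, limit read from the data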;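 further: viability without doxorubicin minus viability with 2 µM doxorubicin for each compound; larger differential means the compound sensitizes cells more to doxorubicin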
PLAP inhibition: PLAP enzyme inhibitors, biochemical, luminescence, HTS (AID 690). purified PLAP, luminescent substrate; higher % means a stronger effect. inhibition, % at 20 µM; hits with a dose series show IC50 in µM. hit rate 0.08% among 96,000; in the data active means a potency from the dose series; inactive means the rest, 99 in 100 with inhibition below about 30%; further: strong numbers were not always called active
Bcl-B TR3 displacers: displacers of TR3 peptide from Bcl-B, primary screen, selectivity assay for Bfl-1 inhibitor project, biochemical, fluorescence polarization | FP displacement of FITC-TR3 peptide from Bcl-B; higher % means a stronger effect | displacement, % at 20 µM, or IC50 in µM where a hit was titrated | hit rate 0.11% among 96,000 | AID 748;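 active means displacement above 50% at 20 µM plus a fluorescence interference ratio under 1.5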;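 further: plate controls were wells without compound for no effect and wells lacking Bcl-B protein for full effect; a part of the inactive calls stands beside numbers as strong as those of hits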
IL1B NFkB inh: blocks IL-1B driven NFkB nuclear translocation in HUVEC cells | HUVEC IL-1B NFkB p65 nuclear translocation imaging | inhibition, % at 2 µM | hit rate 0.43% among 94,000 | AID 796;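 active means inhibition above about 30% together with a positive call from visual inspection of the well image, limit read from the data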;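 further: nuclear over cytoplasmic p65 intensity ratio measured by imaging; 0% = IL-1B stimulated DMSO wells and 100% = unstimulated DMSO wells; values of inactives mirror those of a sister screen read the other way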
MRP resist rev cytotoxicity: further read-out of MRP resist rev, marked with its call; viability, %; H69AR cells, CellTiter-Glo, 72 h; measured here: cytotoxicity without doxorubicin
MRP resist rev with doxorubicin: recorded beside MRP resist rev, whose call it bears; viability, %; measured here: viability with 2 uM doxorubicin; hits give low values
IL1B NFkB inh cell count 2 µM: second read-out of IL1B NFkB inh, no call of its own (marks repeat the call); cell count; measured here: cells passing quality filter;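 raw number of nuclei counted in each imaged well without normalization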
IL1B NFkB pot cell count 2 µM: also measured in IL1B NFkB pot; calls as there; cell count; measured here: cells passing quality filter
An asterisk follows results filed as active; x = not tested or not shown. Some of the compounds tested. The share of hits here may be higher or lower than overall.

canonical_smiles	IL1B NFkB pot	IL1B NFkB pot cell count 2 µM	MRP resist rev	MRP resist rev cytotoxicity	MRP resist rev with doxorubicin	PLAP inhibition	Bcl-B TR3 displacers	IL1B NFkB inh	IL1B NFkB inh cell count 2 µM
CCn1c(=O)cc(OCC(=O)O)c2ccccc21	-5.9	114	-6.2	95.6	101.8	11.9%	-2.3%	5.9	114
O=C(O)CSc1nnc(C2COc3ccccc3O2)n1-c1ccccc1 (stereo not given)	6.5	127	13.9	97.0	83.1	-38.7%	11.0%	-6.5	127
O=C(CSc1nc(-c2ccco2)cc(C(F)(F)F)n1)NC1CCCCCCC1	-6.9	105	-9.3	51.5	60.8	x	x	6.9	105
Cn1nc(C(=O)Nc2cccc(C(F)(F)F)c2)c2ccccc2c1=O	17.9	142	x	x	x	-12.4%	0.7%	-17.9	142
CC1CCN(CC(=O)Nc2ccccc2-c2ccccc2)CC1	5.0	120	-5.1	81.3	86.3	x	x	-5.0	120
Cc1cc(C)nc(-n2nc(C)cc2NC(=O)c2cc(=O)c3ccccc3o2)n1	x	x	-14.3	72.3	86.6	5.2%	14.6%	x	x
CCN(CC)S(=O)(=O)c1ccc(NC2=NS(=O)(=O)c3ccccc32)cc1	1.1	165	11.7	83.1	71.4	8.2%	-0.3%	-1.1	165
OC(c1ccc(OCc2ccccc2)cc1)c1nnc(-c2ccccc2)o1 (stereo not given)	-3.8	159	x	x	x	17.0%	6.0%	3.8	159
Cn1cccc1/C=N/NC(=O)c1cccnc1	-0.3	106	2.2	101.4	99.2	x	x	0.3	106
COC(=O)c1ccc2c(=O)n(NC(C)=O)c(=S)[nH]c2c1	4.5	60	7.3	97.7	90.4	11.1%	-0.9%	-4.5	60
Cc1cc(C)nc(SCc2nc(N)nc(-c3ccccc3O)n2)n1	0.1	90	3.5	86.3	82.8	-33.7%	-5.0%	-0.1	90
CCOC(=O)c1c(NC(=O)CN2CCOCC2)sc(C(=O)NC)c1C	-1.1	164	x	x	x	-48.3%	0.1%	1.1	164

Compound profiles (already shown). Values in the order: IL1B NFkB pot | IL1B NFkB pot cell count 2 µM | MRP resist rev | MRP resist rev cytotoxicity | MRP resist rev with doxorubicin | PLAP inhibition | Bcl-B TR3 displacers | IL1B NFkB inh | IL1B NFkB inh cell count 2 µM
Shown for `Cn1nc(C(=O)Nc2cccc(C(F)(F)F)c2)c2ccccc2c1=O` → 17.9 | 142 | x | x | x | -12.4% | 0.7% | -17.9 | 142
Shown for `CC1CCN(CC(=O)Nc2ccccc2-c2ccccc2)CC1` → 5.0 | 120 | -5.1 | 81.3 | 86.3 | x | x | -5.0 | 120
Shown for `Cc1cc(C)nc(SCc2nc(N)nc(-c3ccccc3O)n2)n1` → 0.1 | 90 | 3.5 | 86.3 | 82.8 | -33.7% | -5.0% | -0.1 | 90
Shown for `CCn1c(=O)cc(OCC(=O)O)c2ccccc21` → -5.9 | 114 | -6.2 | 95.6 | 101.8 | 11.9% | -2.3% | 5.9 | 114
Shown for `OC(c1ccc(OCc2ccccc2)cc1)c1nnc(-c2ccccc2)o1` (stereo not given) → -3.8 | 159 | x | x | x | 17.0% | 6.0% | 3.8 | 159

(next part)
canonical_smiles	IL1B NFkB pot	IL1B NFkB pot cell count 2 µM	MRP resist rev	MRP resist rev cytotoxicity	MRP resist rev with doxorubicin	PLAP inhibition	Bcl-B TR3 displacers	IL1B NFkB inh	IL1B NFkB inh cell count 2 µM
COc1ccc(NC(=O)CSc2nnc(C(C)C)n2N)cc1	-0.4	124	17.9	103.1	85.2	-25.1%	-3.0%	0.4	124
O=S(=O)(Nc1nc2ccccc2nc1N1CCN(c2ccccn2)CC1)c1ccc(Cl)cc1	15.0	113	x	x	x	-54.2%	38.6%	-15.0	113
O=C(CSc1ncc(-c2ccccc2)[nH]1)Nc1ccccc1	-14.6	152	-0.4	98.3	98.8	17.9%	8.5%	14.6	152
CCCN1C2CCCC1CC(NC(=O)c1ccccc1F)C2 (stereo not given)	2.5	110	6.0	106.1	100.1	16.4%	-3.7%	-2.5	110
CCOc1ccc(NC(=O)N[C@@H](CCSC)C(=O)OC)cc1	-8.2	178	-8.8	90.5	99.3	21.0%	-7.8%	8.2	178
CCN(CC(=O)NCc1ccc(F)cc1)Cc1nc2ccccc2c(=O)[nH]1	17.2	90	6.6	93.9	87.3	-85.6%	-10.4%	-17.2	90
CCOCCn1c(CN2CCN(c3ccc(F)cc3)CC2)nc2c1c(=O)n(C)c(=O)n2C	x	x	35.7	91.9	56.2	-48.7%	12.4%	x	x
CNS(=O)(=O)c1cc(C(=O)NCc2ccco2)ccc1Cl	13.9	198	0.3	100.8	100.5	21.0%	0.7%	-13.9	198
CCCC(=O)N(c1ccc(OCC)cc1)C1C=CS(=O)(=O)C1 (stereo not given)	x	x	8.8	90.6	81.7	-1.6%	4.5%	x	x
COc1cccc(-c2nnc3n2N=C(c2cc(OC)ccc2OC)CS3)c1	-5.9	125	x	x	x	-2.0%	3.2%	5.9	125
CC1CCN(S(=O)(=O)c2ccc(Cl)cc2)CC1	-10.5	114	-3.0	88.2	91.2	4.1%	-4.1%	10.5	114
CC(C)Cn1cc(C(=O)NC2CCN(Cc3ccccc3)CC2)c2c3ccccc3n(C)c2c1=O	17.2	121	x	x	x	-57.3%	-14.4%	-17.2	121
Brc1ccc(-c2nnc3sc(CN4CCC5(CC4)OCCO5)cn23)cc1	4.5	109	-2.5	88.5	91.0	-10.1%	0.3%	-4.5	109
COc1ccc(N2CC(O)=C(c3n(C)c4ccccc4[n+]3C)C2=N)cc1	4.5	199	-8.3	94.5	102.8	9.4%	-13.4%	-4.5	199
FC(F)(F)c1cc(-c2ccccc2)nc(NC2CCCC2)n1	4.0	181	14.8	100.3	85.5	45.4%	-8.2%	-4.0	181
CC(C)OC(=O)CC12CN3CN(C1)CC(CC(=O)OC(C)C)(C3)C2=O	24.3	148	-7.4	84.4	91.8	x	x	-24.3	148
COc1nn(CC(=O)N2N=C(C(F)F)CC2(O)C(F)F)cc1[N+](=O)[O-] (stereo not given)	-5.5	128	11.4	87.1	75.6	x	x	5.5	128
COc1ccc(-c2cc(C(F)(F)F)nc(SCC(=O)NCCN3CCOCC3)n2)cc1OC	-6.4	78	7.0	87.1	80.0	x	x	6.4	78
O=C(c1sc2ccccc2c1Cl)N(Cc1cccs1)C1CCS(=O)(=O)C1 (stereo not given)	-5.3	63	-1.4	76.0	77.3	-31.9%	-3.6%	5.3	63
CCn1c(SCC(=O)N2CCOCC2)nc2oc3c(Cl)cc(Cl)cc3c(=O)c2c1=O	-6.7	144	3.4	14.0	10.6	-22.5%	-2.2%	6.7	144
CCCC(c1nnnn1Cc1ccc(OC)cc1)N1CCC(C(N)=O)CC1 (stereo not given)	6.1	76	12.4	93.1	80.7	-78.9%	-0.6%	-6.1	76
O=S(=O)(c1cccc2nsnc12)N1CCc2ccccc21	8.3	125	8.1	93.3	85.3	x	1.2%	-8.3	125
Clc1ccc(CSc2cc3c(nn2)-c2ccccc2CC3)cc1	16.4	187	x	x	x	-1.5%	1.4%	-16.4	187
CC(C)OCCCNC(=O)Cn1ncc2c(=O)oc3ccccc3c21	-5.1	179	x	x	x	-5.6%	0.3%	5.1	179
CC1CCN(C(c2ccc(N(C)C)cc2)c2nnnn2Cc2ccc(F)cc2)CC1 (stereo not given)	-5.3	69	17.7	108.7	91.0	-21.1%	1.5%	5.3	69
CC(C)(C)c1nc(CN2CCCCC2)cc(CN2CCCCC2)c1O	-7.9	114	-2.4	93.6	96.0	-68.1%	2.7%	7.9	114
CCCC(=O)NC(=S)Nc1ccccc1OC	28.6	186	x	x	x	0.4%	-9.7%	-28.6	186
O=c1ccc(NS(=O)(=O)c2ccccc2)cn1Cc1ccc(Cl)c(Cl)c1	-8.6	116	x	x	x	-20.7%	0.0%	8.6	116
CCCP(=O)(CC(=O)N(CC)CC)c1ccccc1 (stereo not given)	3.3	204	-5.8	83.2	89.0	-10.8%	4.1%	-3.3	204
COc1ccc(C2CC(=O)C(C=NCCN3CCNCC3)=C(O)C2)cc1OC (stereo not given)	x	x	-7.2	101.7	108.9	-57.0%	-0.6%	x	x
O=S(=O)(Cc1ccccc1Cl)N1CCCCC1	27.7	91	-1.8	107.3	109.2	-21.0%	-10.3%	-27.7	91
Cc1nn(-c2ccccc2)c2sc(C(=O)N(Cc3ccco3)C(C)C(=O)NC(C)(C)C)cc12 (stereo not given)	-7.1	140	-12.3	7.0	19.4	-3.0%	-5.2%	7.1	140
O=C1CC(c2ccc(Cl)cc2)CC(O)=C1C=NCCN1CCNCC1 (stereo not given)	-1.1	75	x	x	x	-41.9%	-4.0%	1.1	75
COC(=O)c1c(C)nc2ccccc2c1-c1ccccc1	-3.8	155	x	x	x	-1.5%	2.4%	3.8	155
Cc1snc(SCC(=O)N/N=C(\N)COc2cccc(C(F)(F)F)c2)c1C#N	-6.1	162	x	x	x	-29.7%	-9.4%	6.1	162
Cc1cc(C)nc(NC(=O)C(C)C)n1	-0.8	94	x	x	x	0.9%	5.4%	0.8	94
COc1ccc2ccccc2c1/C=N\n1c(C)cc(C)c(C(N)=O)c1=O	6.1	192	x	x	x	7.7%	-5.4%	-6.1	192
Cc1ccc(OC(=O)Cn2c(C(F)(F)F)nc3ccccc32)cc1	7.1	171	x	x	x	4.3%	-0.1%	-7.1	171
CCOC(=O)C1CCN(c2c([N+](=O)[O-])c(C(Cl)Cl)nn2-c2ccccc2)CC1	19.7	192	x	x	x	-18.8%	-2.4%	-19.7	192
O=C(COc1ncnc2ccccc12)N1CCOCC1	x	x	9.6	93.1	83.5	6.1%	-2.0%	x	x
Cc1nc2nc(C)c(CCC(=O)NCc3ccc4c(c3)OCO4)c(C)n2n1	-2.6	113	-62.7	26.4	89.1	-6.7%	-11.6%	2.6	113
FC(F)(F)c1cccc(-c2cc3ccccc3nc2N2CCCC2)c1	9.2	152	x	x	x	-4.2%	-0.3%	-9.3	152
Cc1ccc2[nH]cc(C(=O)NCc3cccs3)c(=O)c2c1	5.3	112	3.0	82.1	79.1	x	x	-5.3	112
Cc1ccc(NC(=O)C2CCCN(S(=O)(=O)c3c(C)noc3C)C2)c(C)c1 (stereo not given)	-9.2	181	12.5	98.2	85.7	8.2%	8.3%	9.2	181
O=S(=O)(c1cccc(-c2cn3cc(Cl)ccc3n2)c1)N1CCOCC1	x	x	-2.1	65.4	67.6	3.1%	-5.7%	x	x
O=C(NC1CCCCC1)c1ccc(COCC(F)(F)F)o1	-4.4	153	14.9	97.9	83.0	-4.8%	3.8%	4.4	153
CCN1CCN(Cc2ccc(NC(=O)Nc3ccccc3OC)cc2)CC1	x	x	19.5	101.0	81.5	-63.5%	-5.4%	x	x
Cc1cccc(OCCn2c(-c3ccco3)nc3ccccc32)c1	12.6	145	7.0	90.1	83.0	-21.8%	-0.5%	-12.6	145
O=C(CSc1nnc(-c2ccco2)n1CC1CCCO1)NC1CCCC1 (stereo not given)	2.4	159	-12.7	93.3	105.9	-3.8%	1.3%	-2.4	159
CCOc1cc(C(C#N)N2CCOCC2)ccc1OC (stereo not given)	10.3	60	-5.8	95.4	101.2	-49.4%	5.5%	-10.3	60
CCOC(=O)c1cnn(-c2ncnc3c2cnn3Cc2ccccc2)c1N	1.6	167	0.0	25.7	25.7	x	x	-1.6	167
c1ccc(-n2cnnc2SCc2cn3ccsc3n2)cc1	-10.2	103	7.3	85.6	78.3	-9.4%	-9.1%	10.2	103
COc1ccccc1S(=O)(=O)Cc1ccc(C(=O)NCCN2CCCCCC2)o1	x	x	-26.4	99.1	125.5	-22.7%	2.3%	x	x

Screening results as filed in PubChem.
